TNAP inh hi DEA: TNAP (human) inhibition, high acceptor; P05186; purified TNAP, CDP-star luminescence, 1 M DEA; inhibition, % at 20 µM; 200,000 tested, 0.03% active; AID 1135;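 active = over 50% inhibition of tissue-nonspecific alkaline phosphatase at 20 µM in the single-dose screen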;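 note: plate controls were DMSO wells for no effect and EDTA-quenched wells as full inhibition for full effect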
Target sequence (P05186 whole entry, looked up): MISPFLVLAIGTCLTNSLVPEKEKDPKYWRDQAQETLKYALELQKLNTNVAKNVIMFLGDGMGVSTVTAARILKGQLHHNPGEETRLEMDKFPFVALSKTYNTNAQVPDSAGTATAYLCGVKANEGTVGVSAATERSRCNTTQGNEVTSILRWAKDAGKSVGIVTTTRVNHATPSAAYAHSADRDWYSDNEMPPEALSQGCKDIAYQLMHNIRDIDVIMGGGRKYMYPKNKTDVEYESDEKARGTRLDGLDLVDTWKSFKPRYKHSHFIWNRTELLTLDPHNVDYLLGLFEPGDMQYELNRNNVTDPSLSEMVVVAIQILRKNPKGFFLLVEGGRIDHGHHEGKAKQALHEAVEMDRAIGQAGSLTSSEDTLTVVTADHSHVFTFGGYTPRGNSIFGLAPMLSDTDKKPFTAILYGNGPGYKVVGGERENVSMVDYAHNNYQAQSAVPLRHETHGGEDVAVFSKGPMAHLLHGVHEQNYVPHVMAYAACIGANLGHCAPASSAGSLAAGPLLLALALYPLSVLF
PMI act: increases human mannose-6-phosphate isomerase activity; P34949; purified human PMI, coupled resazurin fluorescence, 20 min; active compounds read high; 1 = vehicle control, 0 substrate-free wells; activation factor at 20 µM; 190,000 tested, 0.005% active; AID 1214;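 active = activation factor of 2 or more at 20 µM, relative to plate controls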
Target sequence (P34949 whole entry, looked up): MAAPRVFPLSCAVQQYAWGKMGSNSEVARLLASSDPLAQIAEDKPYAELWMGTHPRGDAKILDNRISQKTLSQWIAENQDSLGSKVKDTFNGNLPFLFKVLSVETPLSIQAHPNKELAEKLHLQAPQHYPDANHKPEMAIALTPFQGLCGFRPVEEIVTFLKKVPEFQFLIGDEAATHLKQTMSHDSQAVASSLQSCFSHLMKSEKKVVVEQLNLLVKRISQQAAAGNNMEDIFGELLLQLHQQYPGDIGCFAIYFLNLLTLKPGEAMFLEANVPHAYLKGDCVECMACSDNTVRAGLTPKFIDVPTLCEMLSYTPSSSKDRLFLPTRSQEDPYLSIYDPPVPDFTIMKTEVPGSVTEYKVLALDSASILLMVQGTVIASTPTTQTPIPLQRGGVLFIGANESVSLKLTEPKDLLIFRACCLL
bIAP activator: intestinal alkaline phosphatase (bovine) activation; purified bovine IAP, CDP-star luminescence, 30 min; active compounds read high; fold of DMSO-control signal, blank-subtracted; activation factor at 20 µM; 200,000 tested, 0.17% active; AID 1016;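 active = activation factor of 2 or more at 20 µM, a signal rise over negative controls twice the positive control's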
TNAP act hiacc: TNAP (human) activation, high acceptor; P05186; purified TNAP, CDP-star luminescence, 1 M DEA, 30 min; active compounds read high; 0 = EDTA background, 1 = DMSO-only activity; activation factor at 20 µM; 200,000 tested, under 10 active; AID 1136;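 active = activation factor at least 2 at 20 µM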
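Test system – human TNAP · Doses – 20 µM single point · Incubation – 30 min, room temperature · Signal – luminescent substrate turnover signal · Read-out basis – activation factor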
PMI act hi M6P: increases human PMI activity with near-saturating mannose 6-phosphate; AID 1216; coupled PMI enzyme assay, resazurin fluorescence, 20 min; active compounds read high; 1 = untreated enzyme, 0 = substrate-free blank; P34949; 190,000 tested, 0.34% active; activation factor at 20 µM;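 active = activation factor of 2 or more at 20 µM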
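Material: human phosphomannose isomerase with PGI, G6PDH, diaphorase coupling enzymes; amount: PMI at 15 ng/mL final; also added: Mannose-6-phosphate 1.0 mM (near-saturating) plus 0.22 mM NADP+; incubation: enzyme reaction with compound 20 min at room temperature; signal: resorufin fluorescence (Ex 544/Em 590 nm) from resazurin via diaphorase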
TNAP inh no acc: inhibitors of human TNAP without phosphate acceptor; inhibition, % at 20 µM; purified TNAP, CDP-star luminescence, 30 min; 200,000 tested, 0.26% active; AID 1012; P05186;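 active = tissue-nonspecific alkaline phosphatase inhibition above about 50% at 20 µM in the single-dose screen, limit read from the data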;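 note: 0% = DMSO negative control and 100% = EDTA positive control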
bIAP inh: blocks bovine intestinal alkaline phosphatase activity | purified bovine IAP, CDP-star luminescence, 30 min | 190,000 tested, under 10 active | inhibition, % at 20 µM | AID 1019;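 active = over 50% inhibition of intestinal alkaline phosphatase at 20 µM in the single-dose screen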
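Assay system: bovine IAP enzyme; medium: DEA buffer 100 mM, pH 9.8, with MgCl2 1.0 mM, ZnCl2 0.02 mM; doses: 20 µM single dose; incubation: enzyme reaction for 30 min at room temperature; detection: CDP-star luminescence signal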
L major viab: inhibitors of Leishmania major promastigote growth; Leishmania major promastigotes, resazurin fluorescence viability; inhibition, % at 10 µM; 200,000 tested, 9% active; AID 1063; in the data active = inhibition above about 50%;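 note: promastigotes grown with compound for 44 hours at 28 °C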
Diaphorase act: counter-screen for diaphorase-based assays: diaphorase activators and chemical reducers; Diaphorase/resazurin coupled assay, resorufin fluorescence, 16 min; active compounds read high; 1 = vehicle wells, 0 = NADH-free wells; activation factor at 20 µM; 190,000 tested, 0.005% active;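 active = diaphorase activity raised at least twofold by the compound at 20 µM; inactive = activation factor below 2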
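Material: purified diaphorase enzyme from Clostridium kluyveri / Medium: HEPES pH 7.4 buffer with MgCl2 and Tween 20 / Schedule: enzyme reaction of 16 min at room temperature / Measured by: resorufin fluorescence, excitation 544 nm, emission 590 nm / Evaluation: rise in resorufin formation, marking diaphorase activation or chemical reduction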
Diaphorase inh: diaphorase inhibition or chemical oxidation counter-screen. diaphorase resazurin-to-resorufin fluorescence, NADH, 16 min; bacterial (C. kluyveri) enzyme, not human. inhibition, % at 20 µM. 190,000 tested, 0.69% active;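 active = primary screen inhibition at 20 µM above a set limit, cut at about 50% in these data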;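 note: plate controls were DMSO with full reaction for no effect and wells lacking NADH for full effect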
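Assay system – diaphorase enzyme from Clostridium kluyveri · Amount – diaphorase 0.14 U/mL (working solution) · Times – reaction incubation of 16 min at room temperature · Controls – No-NADH positive control and DMSO neutral control · Signal – resorufin fluorescence 544/590 nm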
* hit, by the source's call; . = no result given. No enrichment for hits (roughly 10% active in at least one column).

SMILES | TNAP inh hi DEA | PMI act | bIAP activator | TNAP act hiacc | PMI act hi M6P | TNAP inh no acc | bIAP inh | L major viab | Diaphorase act | Diaphorase inh
Nc1nc(-c2ccco2)nn1C(=O)c1ccc([N+](=O)[O-])cc1 | -6 | 1 | 1 | 1.1 | 1 | 3 | -2 | -6 | 1 | 4
CC(C)COc1ccc(-c2cc(C(=O)NN)[nH]n2)cc1 | 1 | 1 | 0.9 | 1 | 0.9 | -67 | 13 | 3 | 0.8 | 19
Cc1ccc(NC(=O)/C(Cl)=C/c2ccccc2)cc1C | 1 | 0.8 | 1 | 1 | 0.9 | -7 | 4 | 27 | 1 | 0
Cn1c(CCNC(=O)c2ccco2)nc2cc(NS(=O)(=O)c3ccc(Cl)cc3)ccc21 | -4 | 1 | 1 | 1 | 1 | -10 | 1 | 6 | 0.8 | 16
O=C1C(Cl)=C(NCCCO)C(=O)c2ccccc21 | 10 | 0.9 | 0.7 | 0.9 | 1 | 6 | 31 | 26 | 0.7 | 26
CSc1nc(-c2ccco2)cc(-c2ccccc2)c1C#N | -1 | 1.1 | 0.7 | 1 | 1 | -6 | 25 | -1 | 0.9 | 14
COc1ccccc1Nc1nc(N)nc(CSC(=S)N2CC(C)CC(C)C2)n1 (configuration not stated) | -2 | 0.9 | 1.1 | 1 | 0.9 | -1 | -13 | 19 | 0.8 | 17
Cc1ccc(CNCC(=O)Nc2ccc(C)cc2Br)cc1 | -6 | 1.1 | 1 | 1.1 | 1.1 | -9 | -1 | -4 | 0.9 | 8
CCN(CC(=O)Nc1ccccc1OC)CC(=O)Nc1sccc1C#N | -5 | 1 | 1.2 | 1.1 | 1 | -91 | -21 | 2 | 0.9 | 13
Cc1ccc(C(=O)/C=C/Nc2cccc(O)c2)cc1 | -1 | 0.8 | 0.8 | 1 | 0.9 | -4 | 15 | -7 | 0.8 | 22
CC1CC(C)CN(C(=O)/C=C/c2ccc([N+](=O)[O-])s2)C1 (configuration not stated) | 5 | 1 | 1.1 | 1 | 0.8 | -4 | -10 | 98* | 0.8 | 17
CC(C)Nc1nc(NC(N)=S)nc(NC(C)(C)C)n1 | -2 | 1 | 0.9 | 1 | 1.1 | -4 | 12 | 1 | 0.8 | 18
O=C(CN1C(=O)CCC1=O)NNc1ccc2ccccc2c1 | -7 | 1.3 | 1 | 1.1 | 0.9 | -16 | 0 | 96* | 0.7 | 35
CCN1CCN(Cc2cccc(Oc3ccccc3)c2)CC1 | -2 | 0.9 | 1 | 1 | 1 | -2 | -3 | 97* | 0.9 | 8
O=C(CCCN1C(=O)c2ccccc2C1=O)N1CCCCC1 | -2 | 1 | 1 | 1 | 1 | -9 | 2 | -4 | 0.8 | 17
CCOc1ccc(N(Cc2cc3cc(OC)ccc3[nH]c2=O)S(C)(=O)=O)cc1 | -2 | 1 | 1 | 1 | 0.8 | -5 | 4 | 2 | 0.9 | 10
O=C(Cc1ccccc1)Nc1cccc([N+](=O)[O-])c1 | -1 | 0.9 | 1.1 | 1 | 1 | -3 | -7 | 8 | 0.9 | 10
O=C(Nc1nnc(COc2ccc(F)cc2)s1)c1cccs1 | -3 | 1 | 0.9 | 1 | 1 | 1 | 6 | -5 | 1 | 5
O=C(CN(Cc1ccccc1F)C(=O)Cn1nnc(-c2cccs2)n1)NCC1CCCO1 (configuration not stated) | -10 | 1 | 1 | 1.1 | 1.1 | -14 | -3 | -4 | 0.8 | 17
Cc1ccccc1CSc1ncc(C#N)c(N)n1 | -1 | 1 | 0.8 | 1 | 1 | -8 | 18 | 2 | 0.9 | 14
COc1cc2c(cc1OC)C(C)N(C(C)=O)CC2 (configuration not stated) | -1 | 1.1 | 1.2 | 1 | 1 | -4 | -18 | -4 | 1 | -5
O=C(C1CCCN(Cc2ccncc2)C1)N1CCc2ccccc2C1 (configuration not stated) | -6 | 0.8 | 1 | 1.1 | 0.8 | -17 | 4 | 91* | 0.7 | 31
CCCC(=O)Nc1cc(C(=O)O)ccc1Sc1ccccc1 | -5 | 1.1 | 1 | 1 | 1 | -3 | 0 | -9 | 0.6 | 36
O=C1NC(=O)/C(=C\c2ccc(Oc3ccc([N+](=O)[O-])cn3)cc2)S1 | 2 | 1 | 0.5 | 1 | 1 | -9 | . | 2 | 0.9 | 9
CC(C)(C)c1nc2c(Br)cc(Br)cc2c(=O)o1 | -4 | 0.9 | 1 | 1 | 0.9 | -10 | 3 | -4 | 0.9 | 9

7 entries from above, ordered by count of non-hydrogen atoms, ascending:
SMILES | TNAP inh hi DEA | PMI act | bIAP activator | TNAP act hiacc | PMI act hi M6P | TNAP inh no acc | bIAP inh | L major viab | Diaphorase act | Diaphorase inh
CC(C)(C)c1nc2c(Br)cc(Br)cc2c(=O)o1 | -4 | 0.9 | 1 | 1 | 0.9 | -10 | 3 | -4 | 0.9 | 9
COc1cc2c(cc1OC)C(C)N(C(C)=O)CC2 (configuration not stated) | -1 | 1.1 | 1.2 | 1 | 1 | -4 | -18 | -4 | 1 | -5
CC(C)Nc1nc(NC(N)=S)nc(NC(C)(C)C)n1 | -2 | 1 | 0.9 | 1 | 1.1 | -4 | 12 | 1 | 0.8 | 18
Cc1ccc(NC(=O)/C(Cl)=C/c2ccccc2)cc1C | 1 | 0.8 | 1 | 1 | 0.9 | -7 | 4 | 27 | 1 | 0
O=C(CN1C(=O)CCC1=O)NNc1ccc2ccccc2c1 | -7 | 1.3 | 1 | 1.1 | 0.9 | -16 | 0 | 96* | 0.7 | 35
O=C1NC(=O)/C(=C\c2ccc(Oc3ccc([N+](=O)[O-])cn3)cc2)S1 | 2 | 1 | 0.5 | 1 | 1 | -9 | . | 2 | 0.9 | 9
O=C(C1CCCN(Cc2ccncc2)C1)N1CCc2ccccc2C1 (configuration not stated) | -6 | 0.8 | 1 | 1.1 | 0.8 | -17 | 4 | 91* | 0.7 | 31

The list goes on:
SMILES | TNAP inh hi DEA | PMI act | bIAP activator | TNAP act hiacc | PMI act hi M6P | TNAP inh no acc | bIAP inh | L major viab | Diaphorase act | Diaphorase inh
O=C(Nc1ccc2c(c1)C(=O)N(CC1CCCO1)C2=O)c1ccc(Cl)c(Cl)c1 (configuration not stated) | 1 | 1 | 0.9 | 1 | 1 | -2 | 13 | 0 | 0.9 | 9
CCO[C@H]1OC(C(=O)NCc2ccccc2)=C[C@@H](c2cn(C(C)=O)c3ccccc23)[C@@H]1CCCO | -6 | 0.8 | 1 | 1.1 | 0.8 | -9 | 1 | 82* | 0.7 | 32
Cc1ccc(C)n1-c1ccc(-c2nnc3n2CCCCC3)s1 | -5 | 1.1 | 1.1 | 1 | 1 | -8 | -10 | -2 | 1 | -1
Cc1ccc(SCC(=O)N(C)C2CCS(=O)(=O)C2)cc1 (configuration not stated) | 0 | 1 | 1 | 1 | 1 | -3 | 1 | -4 | 1 | 1
CN(/N=C/c1cccnc1)c1cnn(-c2ccc(F)c(Cl)c2)c(=O)c1Cl | -4 | 1.1 | 1 | 1 | 1.1 | -1 | 4 | 68* | 1 | 0
Cc1nc(N)sc1C(=O)OCC(C)C | -7 | 1.1 | 1 | 1.1 | 1.1 | -5 | -1 | 29 | 0.9 | 10
COc1cc(NC(=S)N2CCCCC2C)c(OC)cc1Cl (configuration not stated) | -4 | 0.8 | 1 | 1 | 0.6 | -10 | -2 | 0 | 0.7 | 28
CC(C)CC(NC(=O)OC(C)(C)C)c1cn([C@@H](CCCCNC(=O)OC(C)(C)C)C(=O)N2CCN(C(=O)OC(C)(C)C)CC2)nn1 (some centres not stated) | -4 | 1 | 1.1 | 1 | 1.1 | -5 | -12 | -1 | 0.9 | 9
Cc1ccc(C(=O)NNC(=O)CCC(=O)Nc2cccc(Cl)c2C)cc1 | -1 | 0.9 | 0.9 | 1 | 0.9 | -15 | 8 | -6 | 1 | 4
CCOC(=O)CN(C(=O)CSc1nnc(C)n1-c1ccccc1)c1ccccc1 | 0 | 0.9 | 1 | 1 | 0.9 | 13 | 3 | -5 | 0.9 | 6
OC(COc1ccc2cc(Br)ccc2c1)CN1CCN(c2ccccn2)CC1 (configuration not stated) | 0 | 1 | 1.1 | 1 | 1 | -2 | -5 | -1 | 1.1 | -6
NC1=NC(=O)/C(=C\c2ccsc2)S1 | 2 | 0.9 | 0.9 | 1 | 0.8 | -19 | 13 | -6 | 0.8 | 17
COc1ccc(CCNc2cc(C)nc3c(-c4ccc(Cl)cc4)cnn23)cc1OC | -1 | 0.7 | 1 | 1 | 0.9 | -17 | -3 | -1 | 0.8 | 24
CCc1ccc(OCCCC(=O)Nc2ccc(S(N)(=O)=O)cc2)cc1 | -3 | 0.9 | 0.9 | 1 | 0.9 | -3 | 10 | 9 | 0.8 | 18
COc1ccccc1N1CCN(CCCNC(=O)Nc2ccccc2)CC1 | -2 | 0.9 | 1 | 1 | 0.9 | -10 | 0 | 7 | 0.9 | 6
c1cc2c(cc1Nc1nc(-c3ccc4c(c3)OCO4)cs1)OCCO2 | -2 | 0.9 | 0.7 | 1 | 1 | -2 | 26 | 15 | 0.9 | 12
COc1ccccc1NC(=O)N1CCCC(C(=O)Nc2cccc(C)c2C)C1 (configuration not stated) | -4 | 1 | 0.9 | 1 | 0.8 | -10 | 5 | -7 | 0.8 | 18
C=C1CC(C)OC(c2ccccc2OCC(O)CN2CCCCC2)C1 (configuration not stated) | 1 | 0.9 | 1 | 1 | 1 | 10 | -5 | 14 | 1 | 4
Cc1ccc(CNC(=O)COC(=O)c2ccc(S(=O)(=O)N(C)C)cc2)cc1 | 0 | 1 | 1 | 1 | 1 | 1 | 4 | 2 | 1 | -2
CCc1ccc(C2C(C#N)=C(N)N(N3CCOCC3)C3=C2C(=O)CC(C)(C)C3)s1 (configuration not stated) | -6 | 0.9 | 1 | 1.1 | 0.7 | -6 | 0 | 0 | 0.7 | 26
O=C(NN1C(=O)C2C3C=CC(C4CC34)C2C1=O)c1ccc(Cl)cc1 (configuration not stated) | -1 | 0.9 | 1 | 1 | 1 | -8 | 3 | 1 | 1 | 0
CCOC(=O)c1c(C)n(C)c2ccc(OCC(O)Cn3c(C)nc4ccccc43)cc12 (configuration not stated) | 0 | 0.9 | 1.1 | 1 | 0.9 | -7 | -11 | 10 | 0.9 | 7
COc1cccc(OCCNC(=O)Nc2cc(F)c(F)cc2Cl)c1 | -6 | 0.9 | 1.1 | 1.1 | 0.8 | -2 | -10 | -6 | 0.8 | 19
OCCC1CN(Cc2cnc(-c3cccc4ccccc34)nc2)CCN1C1CCCCC1 (configuration not stated) | -4 | 0.9 | 1.1 | 1 | 0.9 | -3 | -14 | 26 | 0.8 | 18
CCOC(=O)Cn1ccc(-c2ccccc2)c(C#N)c1=O | -1 | 0.9 | 0.9 | 1 | 1 | -4 | 11 | -3 | 0.9 | 13
